IL-2 act: IL-2 activation; IL-2 activation reporter assay, cell-based qHTS; stimulated with anti-CD3/CD4/CD28 beads; in transgenic mouse T cells; activation, % (series mostly up to about 46 µM); 360,000 tested, 0.065% active; AID 652025; in the data active = activation above about 50%; inconclusive = mostly about 30% to 49%; note: 0% is about no effect
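Using fluorescent plate cytometry, EGFP and DsRed are detected in transgenic mouse T cells stimulated 18 h at 37 degrees C with antibody-coated beads after 60 min compound pretreatment.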
PI5P4Ka inh: inhibitors of human PI5P4K alpha | AID 652105 | P48426 | max response, % | PI5P4Kalpha enzyme, ADP-Glo luminescence, 60 min; hits give low values | 330,000 tested, 1.2% active; active = max response of -50% or lower; inconclusive = between -30% and -50%; inactive = -30% or higher; note: value at the top dose of about 77 µM; % is set by controls: 0 for no effect and ±100 for the full control effect
Target sequence (P48426 whole entry, looked up): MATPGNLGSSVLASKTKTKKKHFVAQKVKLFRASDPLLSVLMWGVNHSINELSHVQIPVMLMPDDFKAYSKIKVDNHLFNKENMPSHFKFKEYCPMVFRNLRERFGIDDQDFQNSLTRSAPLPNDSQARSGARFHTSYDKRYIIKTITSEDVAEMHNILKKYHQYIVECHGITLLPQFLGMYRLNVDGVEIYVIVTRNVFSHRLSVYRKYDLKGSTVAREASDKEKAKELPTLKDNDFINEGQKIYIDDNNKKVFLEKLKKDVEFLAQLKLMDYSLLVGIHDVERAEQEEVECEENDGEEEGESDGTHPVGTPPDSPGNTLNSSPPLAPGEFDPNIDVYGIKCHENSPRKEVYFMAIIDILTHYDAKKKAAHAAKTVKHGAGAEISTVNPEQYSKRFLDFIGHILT
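Compounds were pin-transferred onto PI5P4Kalpha and substrate in HEPES pH 7.4 buffer with EGTA, CHAPS and 5% DMSO. ATP (5 microM final) started the reaction, which ran 60 minutes at room temperature before ADP-Glo detection.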
PTHR1 agonist: agonists of human PTHR1 parathyroid hormone receptor; Q03431; Potency, µM (top dose mostly 115 µM), for inactives: top-dose activation, actives largely listed as activators; HEK293 GP2 PTHR1 cells, GloSensor cAMP luminescence, 1 h; 410,000 tested, 0.075% active; note: potency is the fitted concentration of half-maximal effect; nearly all actives have a fitted effect of over 55% in size; some results filed as inactive show a strong effect at the top dose; inactives centre near -15; many of its hits are not listed in these tables
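HEK-293-derived GP2 cells expressing PTHR1 and a GloSensor cAMP reporter, 3,000/well, plated overnight, given luciferin plus IBMX (each 0.5 mM as added) for 1 h at 37 °C, then compound for 1 h at 37 °C. Luminescence was read after 15 min at room temperature.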
HEK293 tox: cytotoxic in the GLP-1 receptor inverse agonist counter-screen; 410,000 tested, 0.13% active; Potency, µM (series often up to 38.3 µM), for the others: top-dose activity change, negative = inhibition, most hits filed as inhibitors; HEK293 cAMP-luciferase reporter cells, luminescence, 24 h;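 note: loss of luciferase light is scored as toxicity; potency is the fitted concentration of half-maximal effect; % is set by controls: 0 for no effect and ±100 for the full control effect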
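Seeding density was 200 cells/uL; after overnight-length (12 h) culture, 23 nL compounds went on for 24 h at 37 °C. Readout used a luciferase detection reagent, luminescence taken after 12 min at room temperature.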
GLP-1R agonist: GLP-1 receptor (human) agonism. P43220. HEK293 GLP-1R CRE-luciferase, luminescence, 4-6 h; cells express a hypersensitive GLP-1R form. Potency, µM (top dose mostly 45.6 µM), for the others: top-dose activation, actives largely listed as activators. 380,000 tested, 0.007% active; note: potency is the fitted concentration of half-maximal effect; % of control where 0% means no effect
PLK1 PBD block: blocks phosphopeptide binding to human PLK1 polo-box domain | P53350 | Plk1 PBD binding of FITC phosphopeptide, fluorescence polarization | Potency, µM, for the others: max response, negative = inhibition, usual class: inhibitors | 360,000 tested, 2.8% active | AID 720504; note: potency is the fitted concentration of half-maximal effect; series mostly up to about 57 µM; % is set by controls: 0 for no effect and ±100 for the full control effect; nearly all actives have a fitted effect of over 65% in size
Target sequence (P53350 whole entry, looked up, the tested form may be a part): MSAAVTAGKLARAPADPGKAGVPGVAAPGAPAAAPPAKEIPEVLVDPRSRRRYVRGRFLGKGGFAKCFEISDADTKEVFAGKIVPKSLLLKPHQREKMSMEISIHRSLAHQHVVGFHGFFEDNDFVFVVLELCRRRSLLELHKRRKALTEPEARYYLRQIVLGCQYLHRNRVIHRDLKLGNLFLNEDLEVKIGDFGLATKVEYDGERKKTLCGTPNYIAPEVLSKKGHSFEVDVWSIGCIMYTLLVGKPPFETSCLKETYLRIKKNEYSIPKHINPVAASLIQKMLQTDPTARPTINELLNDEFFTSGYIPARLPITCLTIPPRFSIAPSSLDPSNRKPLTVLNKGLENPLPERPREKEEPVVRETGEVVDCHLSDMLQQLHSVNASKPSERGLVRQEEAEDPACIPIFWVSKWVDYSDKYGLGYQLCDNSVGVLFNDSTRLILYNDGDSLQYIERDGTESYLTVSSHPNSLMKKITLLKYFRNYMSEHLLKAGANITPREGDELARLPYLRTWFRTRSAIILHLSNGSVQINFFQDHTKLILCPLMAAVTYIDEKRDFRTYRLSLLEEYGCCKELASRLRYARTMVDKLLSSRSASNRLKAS
EPAC1 antag: blocks human EPAC1 exchange factor | 360,000 tested, 0.14% active | EPAC1 GEF assay, Rap1b-BODIPY-GDP exchange fluorescence | O95398 | Potency, µM (titrated, usually from 115 µM), for the others: at the top dose activity change, negative = inhibition, actives largely listed as inhibitors;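 note: potency is the fitted concentration of half-maximal effect; plate controls were vehicle for no effect and positive control for full effect; nearly all actives have a fitted effect of over 50% in size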
EPAC1 ag: agonists of human EPAC1 | Potency, µM (titrated, usually from 154 µM), for inactives: at the top dose activation, actives largely listed as activators | AID 720707 | EPAC1 agonist qHTS, biochemical assay; response scale: 100% = response to 6.5 mM cAMP | O95398 | 360,000 tested, 0.073% active; note: potency is the fitted concentration of half-maximal effect; nearly all actives have a fitted effect of over 60% in size
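Compounds were pinned as a concentration titration into mixtures of EPAC1 (100 nM), BODIPY-GDP-loaded Rap1B (250 nM) and GDP (50 uM). After 5 min at room temperature, fluorescence was followed for 30 min; activity was scaled to 6.5 mM cAMP.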
GLP-1R inv ag: inverse agonists of human GLP-1 receptor; AID 624417; HEK293 GLP-1R CRE-luciferase, luminescence, 24 h; GLP-1R form is constitutively active; 410,000 tested, 1.6% active; Potency, µM (titrated, usually from 38.3 µM), without a hit: at the top dose activity change, negative = inhibition, actives largely listed as inhibitors; P43220; note: potency is the fitted concentration of half-maximal effect; % is set by controls: 0 for no effect and ±100 for the full control effect; nearly all actives have a fitted effect of over 55% in size
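HEK293 cells stably co-expressing constitutively active GLP-1R and a cAMP-responsive luciferase reporter were seeded in DMEM with 10% Nu serum, given compounds after 12 h, and incubated 24 h at 37 deg C. Luminescence was then read.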
* = called active by the depositor; i = inactive; ? = inconclusive; · = no result given; & = joins results of further samples; [ ] = dose if it differs, or a comment. Unless noted, calls come from the whole dose curve; as a rule, active = well fitted curve in the direction sought with a large enough effect; inconclusive = small, poorly fitted or top-dose-only effect, or another doubt; inactive = no such curve, though single readings can be large; an effect the other way counts as inactive or inconclusive. This is a subset (hit frequency here may not be typical).

SMILES	IL-2 act	PI5P4Ka inh	PTHR1 agonist	HEK293 tox	GLP-1R agonist	PLK1 PBD block	EPAC1 antag	EPAC1 ag	GLP-1R inv ag
O=C(CCS(=O)(=O)Cc1ccccc1F)NCCc1ccc(Cl)cc1	0.0	-4	-10%	-17%	1%	-7%	7%	-1%	-11%
CCc1nnc(NC(=O)CSc2nnc(C3CC3)n2C)s1	-0.3	8	-7%	-9%	6%	-6%	17%	-6%	17%
Cc1ccc(C(=O)NCC(=O)Nc2ccc3c(c2)CCC3)cc1C	0.8	2	i	-16%	15%	-12%	-11%	9%	-26%
O=C(c1cc(Br)ccc1O)N1CCN(S(=O)(=O)Cc2ccccc2)CC1	0.7	-1	-34%[inhibitor]	-11%	-3%	5%	-6%	-4%	?
CCC(C)NC(=O)CCn1ccc2cc(S(=O)(=O)N3CCCC3)ccc21 (stereo not given)	-2.7	-5	i	3%	9%	27µM*	15%	-2%	8%
C/C(=N\NC(=O)C1CC1(c1ccccc1)c1ccccc1)c1cccc([N+](=O)[O-])c1 (stereo not given)	-2.1	19	i	12%	1%	-7%	-8%	5%	10%
CS(=O)(=O)N1CCN(c2ncccn2)CC1	2.3	·	-25%	-14%	-7%	-1%	6%	-2%	-1%
O=C(CSc1ccccc1C(=O)N1CCN(c2ccccc2)CC1)N1CCCC1	-0.4	0	-13%	2%	-3%	-26%	10%	-3%	-9%
CCN(CC)CCNC(=O)c1ccc(NC(=O)c2ccc(S(=O)(=O)N3CCCC3)cc2)cc1	-0.3	4	-20%	-9%	-4%	2%	7%	-11%	?
COc1ccc(C2C(C(=O)Nc3ccc(F)cc3)=C(C)Nc3nc(CCCO)nn32)cc1 (stereo not given)	0.8	1	-13%	-29%	6%	-9%	-2%	3%	18%
CC(C)S(=O)(=O)c1csc(C(=O)NNC(=O)Nc2ccccc2)c1Cl	-0.5	7	i	2%	1%	0%	10%	-20%	17%
COc1ccc2c(C)c(C(=O)N3CC[C@@H](N4CCC(O)CC4)[C@H](O)C3)oc2c1	0.3	-1	i	-8%	-4%	4%	17%	-10%	5%
O=C(NCCc1ccccn1)c1cncc(Br)c1	-1.3	12	i	29%	0%	-3%	6%	-9%	17%
COc1ccc(S(=O)(=O)N2CCN(c3nc(-c4cccnc4)nc4ccccc34)CC2)cc1	-0.6	2	-6%	-1%	23%	1%	-17%	9%	-7%
O=C(COC(=O)CCN1C(=O)C2CC=CCC2C1=O)Nc1ccc(Cl)cc1F (stereo not given)	-0.3	-1	-44%[inhibitor]	-4%	-1%	2%	6%	4%	6%
COc1cccc(Oc2ccc(N/C=C/C(=O)C(C)(C)C)cc2)c1	-1.5	0	-37%	-18%	14%	-12%	-22%	8%	?
Cc1sc2nc(CN3CCCC3)nc(N3CCN(C(=O)c4ccco4)CC3)c2c1C	-0.3	-4	i	-11%	0%	-7%	-3%	0%	4%
CC(C)c1ccc(N2C(=O)CSC23C(=O)N(Cc2ccccc2)c2ccccc23)cc1 (stereo not given)	·	·	-22%	3%	23%	·	·	·	0%
CCCNc1nc(=S)n(-c2ccccc2)c(C)c1C(C)=O	2.9	0	-23%	14%	4%	-6%	2%	3%	0%
COc1ccccc1CN1CC(C(=O)NCc2cc(F)ccc2C)CCC1=O (stereo not given)	-0.4	3	-9%	5%	9%	-9%	?	4%	9%
Cc1cc(C(=O)COC(=O)c2ccc(O)cc2)c(C)n1CCc1ccc(F)cc1	-2.5	-13	-41%[inhibitor]	-15%	8%	0%	-9%	5%	?
COCC(C)OC(=O)c1c(N)n(CC(C)C)c2nc3ccccc3nc12 (stereo not given)	1.4	3	?	·	17%	-7%	-1%	-1%	?
CC1=C(CC/C(C)=N/NC(N)=S)C(C)(C)CCC1	-2.7	·	i	?	-16%	?	8%	9%	0%
Cc1ccnc(NC(=O)CCC(=O)N(CC(=O)NCCc2ccccc2)Cc2ccco2)c1	-0.4	-9	-6%	-6%	21%	-13%	-8%	12%	1%
O=C(CSc1nnc(CNC(=O)c2ccco2)o1)Nc1ccccc1C(F)(F)F	2.2	0	-43%[inhibitor]	-6%	-3%	8%	3%	-1%	2%
CC1CCN(c2nnc(-c3cccs3)c3ccccc23)CC1	-0.1	-7	-24%	15%	12%	-11%	4%	15%	?
COc1ccc(OC)c(CCNC(=O)C(C)n2nc(C)c3c(C)n(-c4ccc(C)cc4)nc3c2=O)c1 (stereo not given)	-0.8	3	-44%[inhibitor]	5%&-25%	-1%	-8%	-23%	6%	?
CCOC(=O)C1(Cc2ccccc2)C(=O)Nc2ccccc21 (stereo not given)	-0.5	1	-21%	-5%	2%	-1%	-4%	1%	-22%
COCCn1c(SCC(=O)c2c[nH]c3ccccc23)nnc1-c1ccncc1	-0.4	-6	i	-9%	5%	-4%	-13%	1%	-11%
CC(=Nc1ccccc1)C1=C(O)CCCC1=O	-2.7	1	-3%	0%	-1%	-11%	1%	4%	-1%
COc1cc2nc(C3CCC3)n(NC(=O)COc3ccccc3)c(=O)c2cc1OC	1.4	·	-2%[57.5 µM]	3%	7%	27µM*	-3%	1%	-1%
O=C(O)c1cc2cc(Cl)ccc2[nH]1	0.1	-22	i	2%	-1%	-8%	1%	-8%	11%
COc1ccc(C(=O)NNC(=O)CN2CCC(n3nnc4cc(F)ccc43)CC2)cc1	-2.4	8	i	-7%	1%	5%	5%	0%	2%
Cc1cccc(/N=C/c2nc(-c3ccccc3Br)oc2O)n1	1.7	1	i	0%	-4%	-8%	-8%	-9%	11%
O=C(c1cccc(Cl)c1)N1CCN(Cc2ccccc2F)CC1	-4.0	-3	-15%	-10%	1%	3%	11%	0%	?
CCOc1ccc(CCNC(=O)COC(=O)C2CCN(c3ccc(C(F)(F)F)cn3)CC2)cc1OCC	-2.6	9	-34%[inhibitor]	-2%	10%	-4%	-14%	-5%	23%
CC1(C)CC(=O)C2=C(C1)N1CCCCC1CC2=O (stereo not given)	-1.3	2	i	-4%	-3%	-1%	5%	5%	9%
O=C(Nc1ccc2c(c1)OCO2)C1CCCN1C(=O)Nc1cccc(F)c1 (stereo not given)	-0.7	-3	i	-1%	0%	-4%	-4%	1%	-1%
COc1cc(CN2C[C@@H](CO)O[C@@H](n3cnc4c(N5CCN(C)CC5)ncnc43)C2)cc(OC)c1OC	-0.1	-4	i	-1%	8%	2%	-19%	-2%	26%
COc1ccc(COCCN2CCN(S(=O)(=O)c3ccccc3)CCC2=O)cc1	-0.1	-1	-33%[inhibitor]	-8%	0%	-7%	-15%	8%	-7%
CS(=O)(=O)N(CC(=O)N/N=C/c1ccccc1C(=O)O)c1cccc(Cl)c1Cl	-0.5	3	-17%	-1%	0%	-3%	-1%	-4%	6%
COC(=O)c1ccc(-c2ccc(OC)c([C@H]3[C@H]4C=CC[C@@H](C)[C@@H]4C(=O)N3Cc3ccccc3)c2)cc1	1.1	7	-5%	1%	-2%	0%	10%	-14%	7%
CC1=C(C(=O)N2CCOCC2)CC(CC(=O)NCC2CCCCC2)C(=O)N1CCCN1CCCC1=O (stereo not given)	-0.9	-15	-17%	-10%	-7%	4%	-6%	-5%	9%
CC1Cc2ccccc2N1C(=O)CSCC(=O)O (stereo not given)	-1.3	2	i	-2%	-3%	-6%	14%	-6%	3%
CSCC(C)N1CCC(n2nccc2NC(=O)c2ccc3c(c2)OCO3)CC1 (stereo not given)	-0.2	4	i	-10%	6%	-8%	-20%	-3%	?
CCn1ncc(-c2csc(N)n2)c1C	1.9	-6	i	8%	15%	-14%	2%	14%	30%
CCN(C(=O)CSc1nnc(-c2ccco2)n1C)c1c(N)n(Cc2ccccc2)c(=O)[nH]c1=O	-2.1	-7	i	-10%	-3%	2%	-3%	0%	-9%
COc1ccc(CNC(=O)c2cc(C3CC3)on2)cc1	0.8	0	i	4%	6%	2%	13%	-10%	35%[activator]
O=C(O)CSc1nnc(-c2ccncc2)n1C1CCCCC1	-1.1	-3	-4%[57.5 µM]	4%	2%	2%	7%	-1%	4%
CC(C)NC(=O)C1c2ccccc2Oc2ccccc21	1.5	-2	i	-9%	-16%	-18%	0%	-2%	-5%
CC(OC(=O)C1CC(O)CN1S(=O)(=O)c1ccccc1[N+](=O)[O-])C(=O)N1CCCCC1 (stereo not given)	0.0	-6	-18%	3%	-1%	-7%	21%	-2%	17%
O=S(=O)(NC1=NCCCCC1)c1cc(F)ccc1F	1.3	0	i	-2%	7%	-9%	1%	8%	2%
O=c1c2ccc(Cl)cc2nc(-c2ccc([N+](=O)[O-])cc2)n1O	-3.2	0	-92%[inhibitor]	-10%	3%	-5%	-6%	-8%	?
COc1ccc(-n2nc3cc(C)c(NC(=S)NC(=O)c4ccccc4C)cc3n2)cc1	2.7	·	-14%[57.5 µM]	4%	-4%	-18%	-2%	0%	10%
CCOC(=O)C(N)CSC1CC(=O)N(CCc2ccccc2)C1=O (stereo not given)	-0.7	3	?	5%	-4%	-6%	7%	-1%	4%

A second format for part of the listing above:
compound | IL-2 act | PI5P4Ka inh | PTHR1 agonist | HEK293 tox | GLP-1R agonist | PLK1 PBD block | EPAC1 antag | EPAC1 ag | GLP-1R inv ag
O=S(=O)(NC1=NCCCCC1)c1cc(F)ccc1F | 1.3 | 0 | i | -2% | 7% | -9% | 1% | 8% | 2%
O=c1c2ccc(Cl)cc2nc(-c2ccc([N+](=O)[O-])cc2)n1O | -3.2 | 0 | -92%[inhibitor] | -10% | 3% | -5% | -6% | -8% | ?
COc1ccc(-n2nc3cc(C)c(NC(=S)NC(=O)c4ccccc4C)cc3n2)cc1 | 2.7 | · | -14%[57.5 µM] | 4% | -4% | -18% | -2% | 0% | 10%
CCOC(=O)C(N)CSC1CC(=O)N(CCc2ccccc2)C1=O (stereo not given) | -0.7 | 3 | ? | 5% | -4% | -6% | 7% | -1% | 4%

From PubChem BioAssay
